Screening data as filed in PubChem BioAssay.
SV40 large T antigen = TAg ATPase/helicase activity blockers – biochemical (AID 1903); 0.39% of 310,000 active; inhibition, % at 20 µM, or IC50 in µM where a hit was titrated; SV40 large T antigen ATPase/helicase inhibition assay; higher % means a stronger effect; in the data active = a potency from the dose series; inconclusive = inhibition mostly from about 32% at the one dose, without a potency; inactive = the rest, 99 in 100 with inhibition below about 32%; also: strong numbers were not always called active
MgcRacGAP inhibition = MgcRacGAP GTPase-activating activity inhibitors, confirmation, biochemical, ADP Hunter fluorescence; MgcRacGAP-stimulated Rac1 GTP hydrolysis, ADP Hunter fluorescence; higher % means a stronger effect; GST-tagged Rac1 F28L mutant substrate; inhibition, % at 30 µM; hits with a dose series show IC50 in µM; 0.6% of 340,000 active; AID 624330;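 active = first-screen hits whose inhibition reached a set limit at any dose in the follow-up dose series; inconclusive = inhibition above the set first-screen limit but never retested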;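 also: fluorescence reports GDP produced by GAP-driven GTP hydrolysis; strong numbers were not always called active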
NTR1 ag = agonists of NTR1, primary screen, imaging, U2OS cells, beta-arrestin-GFP, high content (AID 493036); P30989; activation, % at 20 µM; NTR1-U2OS beta-arrestin-GFP spot imaging, agonist mode; 0.17% of 330,000 active;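 active = activation at or above 40% of the spot to cytoplasm intensity ratio, with at least 20 cells analyzed; inconclusive = wells under 20 cells, flagged as cytotoxic or low count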;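 also: 0% = DMSO without peptide and 100% = 100 nM NTR1 peptide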
Target sequence (P30989 whole entry, looked up): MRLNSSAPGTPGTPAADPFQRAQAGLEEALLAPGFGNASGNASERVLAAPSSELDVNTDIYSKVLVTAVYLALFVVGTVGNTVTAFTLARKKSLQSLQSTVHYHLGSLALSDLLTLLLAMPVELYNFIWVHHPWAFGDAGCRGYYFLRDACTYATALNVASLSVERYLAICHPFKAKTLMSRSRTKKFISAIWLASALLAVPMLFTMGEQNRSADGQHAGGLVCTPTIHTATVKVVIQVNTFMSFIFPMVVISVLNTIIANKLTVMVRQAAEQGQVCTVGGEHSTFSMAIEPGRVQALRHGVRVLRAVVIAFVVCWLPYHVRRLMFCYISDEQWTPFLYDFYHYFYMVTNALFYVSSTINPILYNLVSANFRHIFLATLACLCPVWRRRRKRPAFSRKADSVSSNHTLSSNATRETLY
Myeloid diff 2 = promotes myeloid progenitor differentiation; ER-HoxA9 myeloid progenitors, lysozyme-GFP differentiation, flow cytometry; calls only at 10 µM; 1% of 360,000 active; AID 624256;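 active = normalized GFP-positive differentiation at or above the plate's own cutoff, the solvent-only control mean plus 3 SD; inconclusive = no clear call, values can overlap the other calls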;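 also: cells exposed to compound for four days before flow analysis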
UTI89 phage lysis = protection from phage-mediated lysis, alamar blue read-out – E. coli UTI89, K1F phage, bacterial capsule biogenesis inhibitors (AID 488966); E. coli UTI89 K1F phage lysis, alamar blue, 2 h; higher % means a stronger effect; 0.02% of 340,000 active; inhibition, % at 100 µM, or IC50 in µM where a hit was titrated;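 active = phage lysis inhibition, versus mean bacterial control, above a set limit; inconclusive = no clear call, values can overlap the other calls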;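 also: capsule biogenesis inhibitors block K1F phage lysis so surviving cells raise fluorescence; higher fluorescence means more inhibition of phage lysis; actives were called in the ten point dose series up to 300 µM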
T cell HTS = T cell immune modulators affecting CD8 T cell-vesicle binding. AID 2052. 2C CD8+ T cell-vesicle binding, flow cytometry; active compounds read low. calls only at 7 µM. 0.068% of 330,000 active;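 active = response, share of CD8 T cells binding vesicles, and their 90th percentile fluorescence all below set limits, cut at about 80% in these data, passing the limit was not always enough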
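Assay system – 2C mouse CD8+ T cells · Also added – QL9-loaded Drosophila micro-vesicles · Timing – Cell–vesicle co-incubation 1.5 h at 37 °C, staining 20 min on ice · Signal – flow cytometry of vesicle-bound cells · Measure – percent CD8+ FL2 mean versus row control · Controls – Peptide-free naked vesicles (low) and QL9 vesicles with 0.7% DMSO vehicle (high)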
TNAP activators = stimulation of alkaline phosphatase TNAP activity – biochemical, luminescent, no phosphate acceptor, uHTS, primary screen (AID 1001); one-dose activation fold at 20 µM; EC50 in µM for titrated hits; purified TNAP, luminescent activation assay, no phosphate acceptor; higher activation fold means a stronger effect; 0.03% of 200,000 active; in the data active = activation fold from about 3, or a potency from the dose series; inactive = the rest, 99 in 100 with activation fold below about 1.6; also: many of its hits are not listed in these tables
RSV antiviral HEp-2 = inhibition of RSV-induced cytopathic effect – HEp-2 cells, primary 10 µM value included (AID 2391); HEp-2 cells, RSV-induced CPE inhibition; higher % means a stronger effect; CPE inhibition, % at 10 µM; hits with a dose series show IC50 in µM; 0.13% of 310,000 active; in the data active = a potency from the dose series; inconclusive = CPE inhibition mostly from about 23% at the one dose, without a potency; inactive = the rest, 99 in 100 with CPE inhibition below about 21%; also: strong numbers were not always called active
Salmonella PhoP GFP = inhibitors of PhoP regulon expression, primary screen, Salmonella Typhimurium, GFP reporter (AID 1863); S. Typhimurium PhoP-regulated promoter GFP reporter, 4 h; higher % means a stronger effect; 0.16% of 300,000 active; one-dose inhibition, % at 50 µM; IC50 in µM for titrated hits;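 active = inhibition over 29.93%, a cutoff 3 SD above the screen mean, later confirmed by dose response; inconclusive = inhibition over 29.93% but no dose response follow-up; inactive = inhibition at most 29.93% or unconfirmed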;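 also: 0% = low Mg2+ inducing control and 100% = high Mg2+ repressing control; strong numbers were not always called active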
T cell HTS vesicle-bound % = further read-out of T cell HTS, marked with its call; double positive events, %; measured here: CD8+ vesicle-bound cell fraction;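 binding gate set so that unloaded-vesicle control wells show 10% double positive cells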
NTR1 ag cell count 20 µM = also measured in NTR1 ag; calls as there; cell count; measured here: cell count, cytotoxicity flag
Myeloid diff 2 GFP+ MAC1+ % = recorded beside Myeloid diff 2, whose call it bears; GFP+ MAC1+ double positive, %; measured here: differentiation confirmed by MAC1 staining
Active calls of the source: *; i = inactive; ? = inconclusive; nt = not tested or not shown; [ ] = dose if it differs, or a comment. The order is random. Share with any hit: about 2.3%.

SMILES	SV40 large T antigen	MgcRacGAP inhibition	NTR1 ag	NTR1 ag cell count 20 µM	Myeloid diff 2	Myeloid diff 2 GFP+ MAC1+ %	UTI89 phage lysis	T cell HTS	T cell HTS vesicle-bound %	TNAP activators	RSV antiviral HEp-2	Salmonella PhoP GFP
O=[N+]([O-])c1ccc(Cl)c(S(=O)(=O)Nc2ccc(-c3ccc(N4CCOCC4)nn3)cc2)c1	16%	7%	-1.0	62	i	0.7	0.6%[50 µM]	i	41	nt	0.9%	4%
Cc1cc(C)cc(OCC(=O)Nc2ccc(N3CCCCC3)cc2)c1	11%	4%	0.6	64	i	0.8	0.5%[50 µM]	i	9	nt	-0.3%	4%
CCc1c(C(=O)N/N=C/c2ccsc2)csc1C	8%	9%	-0.2	46	i	0.2	-1.4%	i	28	1.1	1.6%	-12%
Cc1ccc(NC(=O)COC(=O)Cn2ccc(=O)[nH]c2=O)cc1C	nt	5%	-0.7	62	i	0.5	1.0%[50 µM]	i	39	nt	nt	nt
Cc1noc(C)c1COc1ccc(C(=O)N2CCCC(C(F)(F)F)C2)cc1 (centres undefined)	11%	11%	-0.5	62	i	1.0	1.7%[50 µM]	i	nt	nt	2.9%	9%
CCCCc1cc(=O)oc2c(CN(C)C)c(O)ccc12	21%	3%	-1.2	92	i	1.0	0.5%	i	55	1.1	-0.3%	-2%
C=CCSc1nc(-c2ccccc2)c(C#N)c(=O)[nH]1	10%	-8%	0.2	83	i	0.6	-1.9%	i	13	1.1	-0.2%	-5%
O=C(COc1ccc(Cl)cc1)NCc1ccc(F)cc1	2%	16%	0.0	53	i	0.3	-0.8%	i	54	nt	1.2%	4%
Cc1nc(SCC(=O)NC2(C#N)CCCC2)n(CC(C)C)c1C	nt	3%	0.7	70	i	1.1	0.4%[50 µM]	nt	nt	nt	nt	nt
COCCNC(=O)c1ccc(Cl)c(S(=O)(=O)Nc2cccc(C)c2C)c1	2%	6%	3.9	44	i	4.4	-1.0%[50 µM]	i	10	nt	1.9%	-8%
C=CCN=C1S/C(=C/c2ccc([N+](=O)[O-])cc2)C(=O)N1CC=C	11%	6%	-0.2	59	i	0.1	-0.5%	i	28	nt	nt	-12%
COCCn1c(C)c(C)c(S(=O)(=O)c2ccccc2)c1N	12%	7%	-1.4	86	i	0.6	0.3%	i	19	nt	0.3%	-8%
CCOc1ccc(OCCC(=O)OCC(=O)NC2CCCC2)cc1	nt	-1%	-1.2	56	i	0.7	0.7%[50 µM]	i	32	nt	-0.9%	nt
O=C(NCC1CCCCC1)c1ccc([N+](=O)[O-])cc1	25%	8%	1.9	56	i	0.4	-0.1%	i	51	nt	0.8%	-1%
Cc1cccc(CN2CCC(N3CC(C)OC(C)C3)CC2)c1 (centres undefined)	0%	?	0.3	64	i	0.0	0.2%	i	63	nt	-0.5%	-6%
O=C(NC(=O)c1ccc(F)cc1F)Nc1ccc(Cl)cc1	4%	5%	0.0	56	i	0.5	1.4%	i	52	nt	nt	-12%
O=C(c1ccc(O)cc1)c1ccc(Cl)cc1	9%	7%	0.4	59	i	0.6	-0.3%	i	33	1.1	2.1%	9%
Cc1nc2c(-c3ccccc3)c(C)[nH]n2c(=O)c1Cl	17%	-2%	2.6	57	i	0.7	-0.3%	i	29	1.1	2.1%	-6%
Cc1oc(C(=O)O)cc1COc1ccc2c(C)cc(=O)oc2c1	3%	3%	1.0	101	i	0.7	0.5%	i	36	1.1	2.6%	10%
O=C(CCCn1c(=O)[nH]c2cc(Cl)ccc2c1=O)NCCCN1CCCC1=O	1%	-1%	-0.8	35	i	0.7	-0.2%	i	43	1.1	1.3%	-6%
Cc1cc(C(F)(F)F)c2c(N)c(C(=O)Nc3cc(C)on3)sc2n1	-1%	4%	0.1	79	i	2.4	0.5%	i	22	1.1	0.2%	-9%
COc1ccccc1CNc1nc(SC)ncc1CO	6%	-20%	-0.4	54	i	1.1	1.1%[50 µM]	i	6	1	?	0%
O=S(=O)(c1ccccc1)N(C1=NCCS1)S(=O)(=O)c1ccccc1	15%	6%	-1.7	84	i	0.7	0.5%	i	26	1.1	2.2%	5%
O=C(O)CSCC(=O)Nc1cccc2ccccc12	16%	2%	-0.7	39	i	2.2	5.7%	i	30	1.1	-0.1%	-8%
CCOC(=O)c1nnn(CC(=O)N2N=C(c3cc(C)ccc3C)CC2c2ccc(OC)cc2)c1C(=O)OCC (centres undefined)	7%	-3%	1.3	57	i	0.5	1.6%	i	54	1	12%	0%
O=C(COC(=O)[C@@H]1CC(O)CN1S(=O)(=O)c1ccc(Cl)c(Cl)c1)NC(=O)NCc1ccccc1 (some centres undefined)	nt	4%	9.8	59	i	0.4	-2.6%	i	58	nt	nt	nt
CC(C)(C)NC(=O)C(OC(=O)c1cccs1)c1ccc(F)cc1 (centres undefined)	9%	-11%	1.6	31	i	0.0	-2.2%	i	52	1.1	-0.2%	2%
CC(C)Cc1nnc(NC(=O)CS(=O)(=O)Cc2ccccc2)s1	6%	6%	-0.8	79	i	0.2	0.2%	i	48	1.1	11%	6%
O=C(NCCOc1ccccc1)c1ccccc1[N+](=O)[O-]	27%	-4%	-0.4	36	i	0.2	-0.3%	i	12	1.1	1.4%	-4%
CC1(c2ccc3ccccc3c2)NC(=O)N(CC(=O)Nc2cccc(S(=O)(=O)N3CCOCC3)c2)C1=O (centres undefined)	2%	3%	0.0	86	i	0.4	0.5%	i	62	1.1	8.4%	4%
Cn1c(SCC(=O)NCc2ccccc2)nnc1-c1ccc(NC(=O)CCc2ccccc2)cc1	10%	3%	-0.8	71	i	0.9	0.0%	i	40	1.1	0.8%	-4%
Cn1c(=S)[nH]c2ccccc21	4%	11%	0.5	54	i	1.0	0.2%	i	54	0.9	18%	11%
Cc1noc(C)c1C(=O)OCC(=O)NCc1ccccc1	nt	4%	0.1	59	i	0.4	-0.8%	nt	nt	nt	nt	nt
COc1ccc(OC)c(-c2oc3ccccc3c(=O)c2O)c1	2%	10%	1.6	33	nt	nt	0.0%	i	32	1.1	1.0%	-13%
COc1ccc(N/C(=C2\CCCC2=O)C2CCCCC2)cc1	11%	7%	6.2	66	i	2.5	0.4%	i	28	nt	-1.9%	1%
CC[C@@H](C)[C@@H](C(=O)N1CCNCC1)n1cc(CCC(=O)O)nn1	5%	4%	1.8	96	i	1.7	3.0%	i	45	1.1	1.0%	-3%
CC(=O)Nc1ccc(NS(=O)(=O)c2c(Cl)cccc2Cl)cc1	18%	5%	-1.6	55	i	0.9	0.4%	i	15	nt	-1.1%	2%
CCCNC(=O)Cn1cnc2sc(C(=O)NCCCN3CCOCC3)c(C)c2c1=O	5%	11%	-0.3	68	i	0.6	-0.1%	i	12	nt	1.2%	-2%
O=C(Nc1ccc(S(=O)(=O)Nc2cnc3ccccc3n2)cc1)c1ccccc1Br	15%	5%	-0.2	66	i	1.8	0.0%	i	31	nt	6.9%	-5%
Cc1cc(C)c(NC(=O)COC(=O)CCn2c(C)csc2=O)c(C)c1	2%	4%	0.5	58	i	1.0	0.5%[50 µM]	i	11	nt	-2.9%	9%
O=C(N1CCCCC1)N1CCN(c2ccc(Cl)cc2)CC1	0%	1%	1.0	82	i	0.9	2.4%	i	37	1	14%	10%
O=C(C[C@H]1C/C=C\C[C@H](NC(=O)OCC2c3ccccc3-c3ccccc32)C(=O)O[C@H](c2ccccc2)CNC1=O)N[C@H](CO)Cc1ccccc1	nt	2%	9.7	42	i	1.0	0.6%	i	11	nt	nt	nt
CC(C)(CNC(=O)Cc1ccc(NS(=O)(=O)c2cccc(C(F)(F)F)c2)cc1)N1CCOCC1	18%	4%	-0.5	46	i	0.7	0.6%[50 µM]	i	48	nt	-2.5%	-3%
COc1ccccc1NC(=O)CSc1nnc(C2CCCCC2)n1-c1ccccc1	0%	2%	3.3	60	i	0.1	-0.1%	i	54	nt	-0.2%	-7%
O=C1/C(=C/c2ccc(N3CCCC3)cc2)NC(=S)N1C1CC1	16%	27%	-1.7	43	i	32	0.2%	i	33	0.6	-0.1%	-11%
CCC(C)(C)n1nnnc1C(c1ccc2ncccc2c1)N1CCN2CCCC2C1 (centres undefined)	-2%	3%	0.7	62	i	5.1	?	i	19	1.1	-1.1%	1%
CC(=O)O[C@H](CC(=O)O)C[N+](C)(C)C	15%	3%	0.8	71	i	4.3	3.7%	i	21	nt	1.0%	-4%
Cc1cc(OCc2cc(C(=O)N(C)Cc3ccccn3)no2)cc(C)c1Cl	13%	6%	2.6	44	i	1.0	-0.1%	i	13	nt	7.1%	-2%
CCN1CCN(S(=O)(=O)c2ccc(Cl)c(C(=O)N(C)Cc3ccc(Cl)cc3Cl)c2)CC1	2%	8%	0.1	61	i	1.0	-0.1%	i	0	nt	0.9%	6%
COc1ccc(C2C(C#N)=C(N)Oc3cc(N)ccc32)cc1 (centres undefined)	6%	4%	3.2	64	i	0.5	0.6%	i	53	nt	0.4%	7%
Cc1ccc(S(=O)(=O)N2CCN(C(=O)CSc3ncn[nH]3)CC2)cc1	nt	2%	-0.1	52	i	0.1	0.6%[50 µM]	i	22	nt	0.5%	nt
COC(=O)C1=C(C)N(C)C(=S)N(C)C1c1cccc(Br)c1 (centres undefined)	9%	16%	2.1	67	i	1.8	-7.4%	i	49	1.1	11%	-2%
COc1ccc(CCNC(=O)CN2CCN(S(=O)(=O)c3ccc(Cl)cc3)CC2)cc1OC	11%	-3%	6.3	85	i	0.4	0.4%	i	14	1	1.2%	-10%
COc1ccc(CNc2oc(Cc3cccc4ccccc34)nc2C#N)cc1	-5%	3%	8.4	35	nt	nt	3.8%	i	49	1.2	17%	5%
CCOc1cccc(CN2CCN(c3cccc(C(F)(F)F)c3)CC2)c1O	5%	0%	4.5	35	i	3.4	10%	i	49	1	4.6%	7%
COCc1cc(=O)[nH]c(Nc2nc(C)c3cc(OC)ccc3n2)n1	0%	nt	0.4	88	nt	nt	nt	i	23	1.2	0.9%	-1%
